POLI inh: blocks human DNA polymerase iota activity; Q9UNA4; Pol iota fluorescent replication assay, 10 min; Potency, µM (series often up to 115 µM), for inactives: top-dose activity, negative = inhibition, actives largely listed as inhibitors; 390,000 compounds, 1% hits; AID 588590; also: potency is read from the fitted curve at half-maximal effect
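Pol iota at 10 nM preincubated 15 min with compounds at room temperature; reaction started with fluorescent substrate, 50 nM final. Fluorescence read kinetically at 0 and 10 min; buffer-only wells as negative control.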
Apoferritin bind: binds horse apoferritin like a general anesthetic | P02791 | apoferritin/1-aminoanthracene competitive binding, fluorescence | Potency, µM (doses to about 77.5 µM), inactives show top-dose activity change, negative = displacement, most hits filed as inhibitors | 350,000 compounds, 0.074% hits; also: potency is read from the fitted curve at half-maximal effect; % is scaled to controls: 0 for no effect and ±100 for the full control effect; nearly all actives have a fitted effect of over 20% in size
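10 uM apoferritin + 50% sat. 1-AMA, PBS; cpd 10 min RT; Ex380/Em535 endpoint; normalized to free probe vs complex; 4-param Hill fit; propofol titration as pos. ctrl.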
POLK inh: inhibitors of human DNA polymerase kappa; Q9UBT6; purified Pol kappa, fluorescent DNA synthesis assay, 10 min; Potency, µM (top dose mostly 107 µM), for inactives: top-dose activity, negative = inhibition, actives largely listed as inhibitors; 400,000 compounds, 0.53% hits; also: potency is read from the fitted curve at half-maximal effect; % is scaled to controls: 0 for no effect and ±100 for the full control effect
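10 nM Pol kappa preincubated 15 min at room temperature with compounds, then reaction started with substrate at 50 nM final. Fluorescence read kinetically at 0 and 10 min; buffer-only wells served as negative control.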
POLH inh: blocks human DNA polymerase eta activity; Q9Y253; recombinant Pol eta, fluorescent DNA replication assay; Potency, µM (top dose mostly 114 µM), for inactives: top-dose activity change, negative = inhibition, most hits filed as inhibitors; 390,000 compounds, 1.2% hits; AID 588591; also: potency is read from the fitted curve at half-maximal effect; % is scaled to controls: 0 for no effect and ±100 for the full control effect
Target sequence (Q9Y253 whole entry, looked up): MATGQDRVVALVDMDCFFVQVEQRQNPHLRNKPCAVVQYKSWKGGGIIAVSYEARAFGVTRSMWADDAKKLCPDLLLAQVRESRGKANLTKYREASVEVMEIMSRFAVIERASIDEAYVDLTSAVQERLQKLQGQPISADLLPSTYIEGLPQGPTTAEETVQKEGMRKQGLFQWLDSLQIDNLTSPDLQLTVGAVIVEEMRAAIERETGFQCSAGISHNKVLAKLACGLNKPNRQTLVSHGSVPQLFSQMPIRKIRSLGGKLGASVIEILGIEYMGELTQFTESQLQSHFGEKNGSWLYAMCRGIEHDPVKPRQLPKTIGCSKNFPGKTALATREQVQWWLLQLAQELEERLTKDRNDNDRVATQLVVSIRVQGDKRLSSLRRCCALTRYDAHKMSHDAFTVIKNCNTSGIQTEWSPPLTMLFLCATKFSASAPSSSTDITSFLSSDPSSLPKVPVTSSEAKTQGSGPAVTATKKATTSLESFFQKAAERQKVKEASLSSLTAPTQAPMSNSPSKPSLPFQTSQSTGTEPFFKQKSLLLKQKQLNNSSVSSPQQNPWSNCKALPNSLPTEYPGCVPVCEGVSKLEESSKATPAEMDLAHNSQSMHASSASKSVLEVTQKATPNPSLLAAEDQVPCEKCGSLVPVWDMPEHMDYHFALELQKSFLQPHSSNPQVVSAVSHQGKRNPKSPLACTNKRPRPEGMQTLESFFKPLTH
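Pol eta (10 nM) was preincubated with compounds for 15 min at room temperature, after which fluorescent replication substrate (50 nM final) was added to start the reaction. Fluorescence was read kinetically at 0 and 10 min.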
BLM inh: blocks DNA unwinding by human BLM helicase. P54132. recombinant BLM DNA unwinding, fluorescence dequenching. 350,000 compounds, 0.2% hits. Potency, µM (series often up to 56.1 µM), inactives show at the top dose activity change, negative = inhibition, most hits filed as inhibitors;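 also: potency is read from the fitted curve at half-maximal effect; plate controls were vehicle for no effect and no enzyme for full effect; nearly all actives have a fitted effect of over 35% in size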
RXFP1 antagonist: blocks the human relaxin receptor RXFP1 | 350,000 compounds, 0.59% hits | activity change, negative = inhibition, % at 57.5 µM | AID 1259400 | HEK293-RXFP1, relaxin-stimulated cAMP HTRF, 30 min; stronger effect = lower value;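 active = activity change of -60% or lower, but not beyond a set lower limit; inconclusive = change between -60% and -40%, or beyond the set limit; inactive = change above -40%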; also: % is scaled to controls: 0 for no effect and ±100 for the full control effect
POLB inh: blocks human DNA polymerase beta activity | P06746 | Pol beta primer extension/strand displacement, fluorescence kinetic | Potency, µM (series often up to 114 µM), without a hit: at the highest dose activity change, negative = inhibition, hits mostly inhibitors | 340,000 compounds, 1.3% hits | AID 485314; also: potency is read from the fitted curve at half-maximal effect; % is scaled to controls: 0 for no effect and ±100 for the full control effect
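Human Pol beta at 10 nM; strand-displacement substrate 50 nM final. Compound exposure 15 min at room temperature before start, reaction 10 min at room temperature.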
Tb PGK inh: blocks T. brucei phosphoglycerate kinase; P07378; PGK/GAPDH coupled, Kinase-Glo luminescence, 60 min; Potency, µM (top dose mostly 57.5 µM), for the others: at the highest dose activity change, negative = inhibition, most hits filed as inhibitors; 380,000 compounds, 0.043% hits; AID 602233; also: potency is read from the fitted curve at half-maximal effect; % is scaled to controls: 0 for no effect and ±100 for the full control effect; nearly all actives have a fitted effect of over 60% in size
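Recombinant glycosomal PGK reaction used 1,3-bisphosphoglycerate generated in-well by GAPDH (100nM final) in 100mM TEA pH 7.6, 5mM MgCl2, 0.01% Tween-20. After 60 minutes at room temperature, ATP was read by Kinase-Glo Plus luminescence end-point.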
APE1 inh: inhibitors of human APE1 endonuclease; P27695; recombinant APE1, TAMRA/BHQ-2 abasic DNA cleavage fluorescence; Potency, µM (highest dose often 65.8 µM), for inactives: at the highest dose activity change, negative = inhibition, usual class: inhibitors; 350,000 compounds, 0.35% hits;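 also: potency is read from the fitted curve at half-maximal effect; plate controls were vehicle for no effect and reference inhibitor for full effect; nearly all actives have a fitted effect of over 55% in size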
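Enzyme (0.75 nM final) and test compound are incubated 15 min at room temperature before adding 50 nM quenched THF abasic-site duplex. Cleavage dequenches TAMRA, followed at 525/598 nm over three reads one minute apart.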
Numbers without * were called inactive; i = inactive; ? = inconclusive; . = no result given; [ ] = dose if it differs, or a comment. Unless noted, calls follow the shape of the dose curve; as a rule, active = well fitted curve in the direction sought with a large enough effect; inconclusive = small, poorly fitted or top-dose-only effect, or another doubt; inactive = no such curve, though single readings can be large; an effect the other way counts as inactive or inconclusive.

nr	canonical_smiles	POLI inh	Apoferritin bind	POLK inh	POLH inh	BLM inh	RXFP1 antagonist	POLB inh	Tb PGK inh	APE1 inh
1	Cc1occc1-c1nnc(SCC(=O)O)n1-c1ccccc1	45.1%[activator]	35.3%[activator]	5.2%	-17.5%	5.4%	6.0	4.6%	i	-0.1%
2	COCCCNC(=O)CN1C(=O)COc2ccc(S(=O)(=O)N3CC(C)CC(C)C3)cc21 (stereo not drawn)	-6.5%	-5.5%	8.8%	-20.9%	2.7%	19.2	54.8%	-3.8%	18.8%
3	CC(NC(=O)c1cc(COc2ccc3ncccc3c2)on1)c1ccc(F)cc1 (stereo not drawn)	19.9%	?	-7.1%	-10.0%	-2.6%	-12.0	11.7%	7.8%	12.4%
4	COC(=O)c1ccc(-c2ccco2)n1Cc1cccc(C)c1	0.5%	-8.3%	-8.5%	-23.5%	-4.7%	-21.6	?	2.2%	-1.4%
5	O=C(CSc1nc(-c2ccc(F)cc2)[nH]c1-c1ccccc1)NCC1CCCO1 (stereo not drawn)	9.5%	-1.4%	-16.0%	-9.7%	-0.9%	-19.6	3.9%	2.2%	.
6	Cc1cc(C(=O)NNS(=O)(=O)c2ccc(C(C)(C)C)cc2)nn1C(C)(C)C	22.3%	8.5%	5.7%	-22.5%	-3.5%	-11.6	-9.5%	-6.8%	?
7	CCc1ccc(N2C(=O)C3C4C=CC(CC4)C3C2=O)cc1 (stereo not drawn)	15.5%	?	-1.6%	1.9%	-2.2%	2.4	27.6%	8.3%	0.4%
8	CNC(=O)COC(=O)c1[nH]c(C)c(C(C)=O)c1C	13.7%[58.9 µM]	-9.1%	-1.0%	3.9%	1.0%	0.1	1.2%	-5.5%	-1.1%
9	COc1ccc(C2C(C(C)=O)=C(Nc3ccccc3)CC(C)(O)C2C(C)=O)cc1OC (stereo not drawn)	-10.8%	-1.2%	-7.4%	-14.8%	-12.8%	-6.4	26.2%	-10.4%	3.9%
10	O=C(Cc1cccc([N+](=O)[O-])c1)Nc1cccc(C(=O)N2CCCC2)c1	14.9%	.	-3.8%	-3.9%	.	.	.	-1.8%	0.0%
11	CCN(CC)S(=O)(=O)c1cc(NC(=O)CCNC(=O)c2ccco2)ccc1C	15.7%	-6.3%	-24.8%	-6.5%	-1.9%	-10.7	5.4%	-0.9%	12.3%
12	CCOc1ccc(S(=O)(=O)c2cn(C)c3cc(OC)c(OC)cc3c2=O)cc1	-5.3%	3.9%	-10.7%	-6.4%	-2.0%	13.7	29.1%	3.0%	-1.5%
13	Cc1ccc2c(c1)c(=O)c1ccccc1n2CCCC(=O)Nc1ccc(Cl)cc1C	-12.3%	1.8%	2.1%	89.1µM*	-8.8%	.	?	-2.9%	.
14	Cc1nnc(SCC(=O)NCC(=O)Nc2ccc(F)c(F)c2F)n1Cc1ccccc1	53.0%[activator]	-4.1%	-12.9%	0.4%	1.0%	-8.3	10.6%	5.9%	16.0%
15	C/C(Cl)=C/Cn1c(SC(C)C)nc2c1c(=O)[nH]c(=O)n2C	-2.7%	3.0%	-0.5%	-15.0%	-2.1%	3.6	10.8%	i	11.8%
16	O=c1cc(-c2ccccc2)n2c(SCc3ccc([N+](=O)[O-])cc3)nnc2[nH]1	6.6%	5.5%	-5.8%[60.1 µM]	-1.0%	-1.9%	-11.5	15.7%	-7.3%	.
17	C/C(=N\Nc1ccccc1[N+](=O)[O-])c1ccccc1O	2.2%	-11.7%	-11.8%	-2.2%	1.4%	8.0	40.8%	-1.2%	-16.5%
18	CC(NC(=O)c1ccnn1C)C1CCCO1 (stereo not drawn)	-22.0%	-3.9%	-1.4%	-1.3%	-1.9%	-0.5	0.2%	.	-12.5%
19	Cc1cc(Nc2ccc(C)c(C)c2)n2cnnc2n1	3.5%	54.2%	-8.6%	-13.7%	3.2%	13.7	3.2%	-5.2%	.
20	O=c1n(Cc2ccccc2)nc2n1-c1ccccc1SC2	-8.4%	-15.3%	-2.2%	-4.1%	-6.9%	2.9	2.2%	-0.7%	0.3%
21	COc1ccc(/C=N/NC(=O)c2cccc(NC(=O)c3ccc(Cl)cc3)c2)c(OC)c1	6.5%	-5.1%	-7.6%	?	?	10.9	0.6%	i	-5.1%
22	COc1ccccc1NC(=O)C1CCN(S(C)(=O)=O)CC1	13.1%	-7.4%	-16.4%	0.3%	-6.5%	-1.1	-1.7%	-2.5%	10.6%
23	Cc1c(-c2ccccc2)oc2c(C(=O)OCCN3CCCCC3)cccc2c1=O	.	-1.9%[29.3 µM]	-1.9%[12 µM]	.	2.8%[21.4 µM]	-18.2	.	.	-1.8%[21 µM]
24	CNc1nc(SCc2ccccc2)nc(N2CCOCC2)n1	-3.5%	0.1%	0.8%	-11.4%	-1.0%	-8.8	-2.6%	i	0.2%
25	Cc1noc(C)c1NC(=O)N(C)C[C@H]1Oc2ccc(NC(=O)Nc3ccccc3)cc2C(=O)N([C@H](C)CO)C[C@@H]1C	22.9%	.	-1.3%	-15.8%	.	.	.	-3.3%	7.0%
26	CC1CCCC(n2c(=S)[nH]c3ccccc3c2=O)C1C (stereo not drawn)	-6.1%	?	-18.3%	?	-15.1%	-23.1	-22.3%	0.1%	0.5%
27	CC1CCN(CC(=O)N2c3ccccc3CC2C)CC1 (stereo not drawn)	119.8%[activator]	-8.3%	-0.8%	-20.5%	-4.4%	-11.1	0.8%	2.3%	13.3%

Sorted by length of the SMILES (ascending): 4 of the compounds above.
nr	canonical_smiles	POLI inh	Apoferritin bind	POLK inh	POLH inh	BLM inh	RXFP1 antagonist	POLB inh	Tb PGK inh	APE1 inh
19	Cc1cc(Nc2ccc(C)c(C)c2)n2cnnc2n1	3.5%	54.2%	-8.6%	-13.7%	3.2%	13.7	3.2%	-5.2%	.
20	O=c1n(Cc2ccccc2)nc2n1-c1ccccc1SC2	-8.4%	-15.3%	-2.2%	-4.1%	-6.9%	2.9	2.2%	-0.7%	0.3%
23	Cc1c(-c2ccccc2)oc2c(C(=O)OCCN3CCCCC3)cccc2c1=O	.	-1.9%[29.3 µM]	-1.9%[12 µM]	.	2.8%[21.4 µM]	-18.2	.	.	-1.8%[21 µM]
14	Cc1nnc(SCC(=O)NCC(=O)Nc2ccc(F)c(F)c2F)n1Cc1ccccc1	53.0%[activator]	-4.1%	-12.9%	0.4%	1.0%	-8.3	10.6%	5.9%	16.0%

Some of the compounds tested; the hit share may differ from the screen's.
